HepG2 tox: counter-screen for TGF-b inhibitors: cytotoxicity in HepG2 cells; Potency, µM (series often up to 46.1 µM), without a hit: at the highest dose activity change, negative = cytotoxicity, hits mostly cytotoxic; 0.76% of 410,000 active; HepG2 CAGA-GFP viability, ATP luminescence, 18 h; further: potency means the concentration at half of the fitted maximal effect; some results filed as inactive show a strong effect at the top dose
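HepG2 CAGA-GFP cells (1000/well, DMEM with 1% FBS) received compound, then TGF-beta at 500 pg/mL final, and were incubated 18 hours at 37 degrees C. Viability was read by CellTiter-Glo luminescence. Media-only wells were set as complete cell-killing and DMSO as no toxicity.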
Abeta yeast res: compounds reversing amyloid beta toxicity in yeast. yeast expressing A-beta42, growth rescue, OD600, 48 h; response scale: 0% DMSO, 100% iron-clioquinol control. Potency, µM (highest dose often 46.1 µM), for the others: at the top dose growth rescue, actives largely listed as activators. 0.063% of 410,000 active; further: potency means the concentration at half of the fitted maximal effect; nearly all actives have a fitted effect of over 55% in size
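Growth rescue measured by 600 nm absorbance after 48 h yeast culture at 30 C with compound. Values normalized between DMSO and an equimolar ferric chloride plus clioquinol control.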
TGFb SMAD3 inh: blocks TGF-b signaling. HepG2 CAGA-GFP TGF-b/SMAD3 reporter, GFP fluorescence, 18 h; TGF-beta stimulated, 500 pg/mL final. Potency, µM (top dose mostly 46.1 µM), for the others: at the top dose activity, negative = inhibition, actives largely listed as inhibitors. 1.2% of 410,000 active. AID 588855; further: potency means the concentration at half of the fitted maximal effect; on the % scale 0 is the no-effect control and ±100 the full control effect; nearly all actives have a fitted effect of over 65% in size
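Inhibition was scored as loss of TGF-beta-induced (500 pg/mL final, 18 hours, 37 degrees C) GFP in HEPG2 cells carrying a CAGA-GFP reporter, in DMEM with 1% FBS. Well GFP was summed per cell; Activity was normalised to unstimulated and stimulated DMSO wells, then concentration-response fitting.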
CCT modulator: changes cytosolic chaperonin activity | purified chaperonin ATPase assay, HTRF ADP detection, 30 min | activity change, % (no concentration beside the values), hits read low | 0.3% of 360,000 active; in the data active means activity change below about -30%; further: on the % scale 0 is the no-effect control and ±100 the full control effect
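We incubate TRiC, 40 or 20 nM final, with library compounds at 76 uM and 10 uM ATP for 30 min at 37 °C. ADP formed is detected with Transcreener HTRF reagents after 30 min at room temperature.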
pAkt inh: Akt phosphorylation inhibition; 0.32% of 360,000 active; activity change, % for hits at 50 µM; AID 651550; Neuro2A IGF-stimulated pAkt S473 HTRF, 20 min; hits give low values; in the data active means activity change below about -80%; inconclusive means mostly about -51% to -80%; further: on the % scale 0 is the no-effect control and ±100 the full control effect
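Neuro2A cells (4,500/well, DMEM with 0.5% FBS) were treated with compound at a single 50 µM final concentration, stimulated with 6 nM IGF for 20 min at 37 °C, and lysed. Phospho-Akt Ser473 was read by HTRF as 665/615 ratio ×10^4.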
Mm-Cpn inhibitor: M. maripaludis TRiC chaperonin inhibition | purified Mm-Cpn ATPase, ADP Transcreener TR-FRET | Potency, µM (series often up to 76.9 µM), for inactives: top-dose activity, negative = inhibition, hits mostly inhibitors | 0.031% of 330,000 active | AID 504842; further: potency means the concentration at half of the fitted maximal effect; on the % scale 0 is the no-effect control and ±100 the full control effect; nearly all actives have a fitted effect of over 80% in size
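Measured: ADP formation by purified Mm-CPN. Conditions: 25 nM protein, 10 uM ATP, Tris pH 7.4 with Mg2+, K+ and DTT, 37°C for 30 min. Detection: Transcreener HTRF after 30 min at room temperature.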
Nrf2 block: blocks Nrf2 signaling | Potency, µM (top dose mostly 46 µM), without a hit: top-dose activity change, negative = inhibition, actives largely listed as inhibitors | A549 ARE-Fluc reporter, luciferase luminescence, 18-24 h | 2.1% of 360,000 active; further: potency means the concentration at half of the fitted maximal effect; on the % scale 0 is the no-effect control and ±100 the full control effect; nearly all actives have a fitted effect of over 60% in size
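Concentration-response testing used A549 ARE_Fluc cells at 5000 cells/well. Following an 18-24 h compound incubation, viability was read by fluorescence (Ex 405/Em 525) and luciferase output by luminescence.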
A549 tox: A549 cytotoxicity, counter-screen for Nrf2 inhibitors; A549 ARE-Fluc cells, CellTiter-Fluor viability, 18-24 h; Potency, µM (highest dose often 46 µM), for inactives: at the highest dose activity change, negative = cytotoxicity, hits mostly inhibitors; 0.16% of 390,000 active; AID 504648; further: potency means the concentration at half of the fitted maximal effect; on the % scale 0 is the no-effect control and ±100 the full control effect
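A549 ARE-Fluc cells in 5% FBS OPTI-MEM, 5000 cells/well, rested 2 h then exposed to compounds in concentration-response for 18-24 h at 37 °C. Viability by CellTiter-Fluor fluorescence (Ex 405/Em 525) after 30 min; luciferase luminescence (BugLite, 15 min, RT) read afterwards.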
Nrf2 activator: activates Nrf2 signaling; 0.31% of 410,000 active; AREc32 ARE-luciferase reporter (MCF7-derived line), luminescence, 24 h; Potency, µM (highest dose often 46.1 µM), without a hit: top-dose activation, hits mostly activators; further: potency means the concentration at half of the fitted maximal effect; % of control where 0% means no effect; nearly all actives have a fitted effect of over 65% in size
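Steps: seed AREc32_Fluc cells (1000/well, 5% FBS OPTI-MEM); incubate overnight at 37 deg C; add 23 nL compound; incubate 24 hr; add Steady-Glo; hold 30 min RT; read luminescence.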
The depositor's hits bear a star; i = inactive; ? = inconclusive; · = no result given; & = joins results of further samples; [ ] = another dose, or the depositor's remark. Unless noted, the call rests on the fitted dose curve; in most records, active means well fitted curve in the direction sought with a large enough effect; inconclusive means small, poorly fitted or top-dose-only effect, or another doubt; inactive means no such curve, though single readings can be large; an effect the other way counts as inactive or inconclusive.

item	smiles	A549 tox	Mm-Cpn inhibitor	TGFb SMAD3 inh	Nrf2 block	Nrf2 activator	pAkt inh	Abeta yeast res	HepG2 tox	CCT modulator
1	CCN(CC(=O)NCc1ccc(Cl)cc1)CC(=O)NC1(C#N)CCCC1	-1.3%	-4.9%	-2.2%	-3.4%	0.1%	i	16.3%	4.0%	-0.1
2	CCOC(=O)c1nc(Nc2ccccc2C)c2ccccc2n1	3.3%&-0.1%	3.1%	-1.0%&-16.8%	?	1.6%&0.1%	i	7.9%&1.0%	2.9%&-0.7%	1.3
3	Cn1c(NN)nc2sc3c(c2c1=O)CC(C)(C)OC3	-7.5%	0.9%	?	?	-0.3%	i	-5.6%	-86.5%	-4.5
4	CCOC(=O)N=S(N)(=O)c1ccccc1 (stereo not given)	2.4%	·	21.0%	1.9%	-0.8%	i	-7.8%	-0.6%	-1.6
5	CCN(C(=O)COC(=O)c1cccnc1SC)c1c(N)n(Cc2ccccc2)c(=O)[nH]c1=O	-3.4%	-3.9%	0.6%	-50.3%	0.1%	i	3.7%	3.5%	0.5
6	O=c1[nH]c2c(c(=O)[nH]1)OCN(Cc1ccccc1)C2	0.8%	·	-1.4%	6.7%	3.4%	i	1.4%	5.8%	1.0
7	O=C(NC1CC1)C1CCN(S(=O)(=O)c2ccc(Cl)cc2)CC1	-0.3%	-0.1%	-12.2%	-15.4%	0.5%	i	-9.8%	-1.1%	0.4
8	CC1Sc2ccc(S(=O)(=O)CCC(=O)N3CCCCC3)cc2NC1=O (stereo not given)	5.8%	1.1%	-15.5%	3.1%	-0.1%	i	6.4%	-4.4%	-0.6
9	CCCCNC(=O)c1ccc2c(=O)n(Cc3ccc(OC)cc3)c(=O)[nH]c2c1	-8.4%	·	-18.6%	3.9%[9.27 µM]	-0.8%	·	-7.1%	5.4%	·
10	COc1ccc(C(=O)Nc2nc3nc(C)c(Cl)c(=O)n3[nH]2)cc1	-2.6%	·	-19.7%	8.1%	-1.4%	·	-23.8%	-2.5%	·
11	COc1ccccc1CNC(=O)C1CCN(S(=O)(=O)c2ccc(-n3cnnn3)cc2)CC1	-0.9%	2.7%	-9.2%	2.9%	0.4%	i	7.8%	-4.2%	-0.8
12	Cc1ccsc1C(=O)Nc1n[nH]c(C(F)(F)F)n1	1.0%	0.5%	-1.5%	-12.6%	0.2%	i	1.2%	-8.8%	-0.9
13	CCSc1nnc(NC(=O)C2CCCCC2C(=O)OCC(F)(F)C(F)F)s1 (stereo not given)	-8.1%	0.8%	-0.5%	19.4%	0.2%	i	-5.9%	-2.6%	-1.1
14	COc1cc(CN2CCCC(N3CCc4ccccc4C3)C2)c(Cl)cc1O (stereo not given)	-3.8%	1.2%	-5.4%	10.4%	0.4%	i	-8.2%	3.0%	-0.8
15	CC(=O)N1N=C(c2ccccc2O)CC1c1cccs1 (stereo not given)	7.7%	-4.3%	-2.0%	-2.6%	4.3%[9.22 µM]	i	-12.9%	-4.2%	0.9
16	O=C(CN(Cc1ccccc1)S(=O)(=O)c1ccc2c(c1)OCCO2)Nc1ccc2c(c1)OCCO2	0.1%	-1.3%	-7.3%	?	6.5%	i	-6.0%	6.4%	1.6
17	Cc1ccc(/C=C/c2onc(C)c2S(=O)(=O)N2CCC(C(=O)NCc3ccc(N(C)C)cc3)CC2)cc1	-0.3%	·	-8.5%	·	-0.2%	·	11.4%	-7.6%	·
18	O=C(CC1CC1)Nc1ccc2c(c1)[C@@H]1C[C@H](CC(=O)NC3CCCC3)O[C@@H](CO)[C@@H]1O2	·	·	-3.1%	·	0.4%	i	-6.0%	-3.2%	-1.0
19	CCOC(=O)C1CCN(C(=O)CNC(=O)c2nn(-c3ccc(OC)cc3)c(=O)c3ccccc23)CC1	1.6%	-2.5%	12.2%	3.5%	0.5%	i	-11.8%	-14.4%	0.3
20	Cc1ccccc1OCC(=O)NCC(=O)N/N=C/c1ccc(Br)o1	9.4%	-0.6%	-3.0%	?	0.2%	i	7.1%	-10.4%	1.0

Among those listed so far, two contain fluorine:
item	smiles	A549 tox	Mm-Cpn inhibitor	TGFb SMAD3 inh	Nrf2 block	Nrf2 activator	pAkt inh	Abeta yeast res	HepG2 tox	CCT modulator
12	Cc1ccsc1C(=O)Nc1n[nH]c(C(F)(F)F)n1	1.0%	0.5%	-1.5%	-12.6%	0.2%	i	1.2%	-8.8%	-0.9
13	CCSc1nnc(NC(=O)C2CCCCC2C(=O)OCC(F)(F)C(F)F)s1 (stereo not given)	-8.1%	0.8%	-0.5%	19.4%	0.2%	i	-5.9%	-2.6%	-1.1

(list continues)
item	smiles	A549 tox	Mm-Cpn inhibitor	TGFb SMAD3 inh	Nrf2 block	Nrf2 activator	pAkt inh	Abeta yeast res	HepG2 tox	CCT modulator
21	CCCC(=O)Nc1ccc2c(c1)nc(CN1CCCCC1)n2C	-0.1%	0.0%	-18.6%	6.4%	-0.6%	i	6.3%	2.6%	0.6
22	Cc1cccn2c(=O)c3cc(C(=O)NC4CCCCCC4)sc3nc12	18.8%	-0.9%	-2.8%	?	10.3%	i	4.1%	-14.9%	-0.6
23	COc1ccc(CCN2C(=O)CS/C2=N\NC(=O)c2cccs2)cc1OC	-0.2%	0.0%	0.1%	4.7%	-0.9%	i	-0.5%	-7.7%	1.6
24	CCCNC(=O)c1cc(C2CCCN(S(=O)(=O)c3cccs3)C2)on1 (stereo not given)	·	·	-1.4%	·	0.9%	i	-14.7%	-20.1%	-2.0
25	CC(NC(=O)C1CCC1)c1ccc(Br)cc1 (stereo not given)	-4.1%	0.7%	-6.8%	-3.5%	2.2%	i	2.3%	3.1%	-0.2
26	O=C(Nc1ccc(C(=O)N2CCCC2)cc1)C1CCCC1	5.3%	·	1.5%	9.2%	0.0%	i	8.1%	-67.0%	-1.3
27	O=C(Nc1cc2c(cc1C(=O)c1ccccc1)OCCO2)c1ccc(Br)cc1	-2.6%	·	8.4%	?	10.5%	·	-11.0%	-3.5%	·
28	CCOC(=O)C1(CCc2ccccc2)CCN(C(=O)CN2C(=O)CSC2=O)CC1	10.5%	2.4%	1.3%	?	2.9%	i	3.5%	2.0%	-1.8
29	Cc1cc(SCC(=O)Nc2c(C)n(C)n(-c3ccccc3)c2=O)nc2ccccc12	-4.5%	-0.6%	-4.9%	2.3%	0.5%	i	6.6%	-16.2%	-1.6
30	O=C(O)c1c(C(=O)O)c(-c2ccc(Br)cc2)n2c1CSC2	-2.0%	-2.5%	-19.6%	-16.6%	-1.2%	i	0.3%	-10.3%	-0.9
31	CCCC(=O)Nc1ccc(Oc2ccc(NC(=O)CCC)cc2)cc1	-2.3%	-0.1%	0.4%	-16.9%	-1.0%	i	-6.7%	-15.7%	-2.2
32	O=c1c2cn(Cc3ccc(F)cc3)c3ccc(F)cc3c-2nn1Cc1ccc(F)cc1	-8.8%	1.9%	16.7%	5.2%	-1.1%	i	-6.6%	9.9%	-0.4
33	Cc1ccccc1Oc1nc2c(C)cccn2c(=O)c1/C=C(\C#N)C(=O)Nc1c(C)n(C)n(-c2ccccc2)c1=O	-5.0%	-1.9%	?	-4.8%	?	i	-2.3%	-62.0%	-1.4
34	COc1ccc(C2COC(=O)C2=N)c(NC(=O)c2ccc(Cl)cc2)c1 (stereo not given)	-8.9%	-0.5%	8.2%	5.6%	5.3%	i	-4.3%	-16.2%	-2.6
35	COc1cccc(CNC(=O)CCC2CCCN(C(=O)c3ccc(OC)o3)C2)c1 (stereo not given)	0.8%	-4.2%	-23.9%	12.1%	0.3%	i	6.5%	-44.4%	-4.1
36	O=C(Nc1ccc(F)cc1)c1nsc(Cl)c1Cl	-2.8%	-1.3%	?	?	?	i	-6.8%	-32.5%	1.5
37	COC(=O)c1ccc(NC(=O)CSc2nnnn2C2CCCCC2)cc1	-4.6%	-1.1%	-8.1%	3.8%	-0.5%	i	-0.2%	-55.8%	-1.3
38	O=C(O)CCN1/C(=C/C=Nc2ccccc2)Oc2ccccc21	-23.9%	0.7%	3.1%	·	0.1%	i	-8.5%	-3.1%	-1.7
39	COCCCNS(=O)(=O)c1ccc(N2CCCCS2(=O)=O)cc1	2.5%	·	-18.7%	·	0.4%	·	-13.5%	0.4%	·
40	CCCN(CC1CCCO1)C(=O)CCc1nnc(-c2cc(C)on2)o1 (stereo not given)	-1.1%	-0.8%	1.0%	9.9%	-0.6%	i	2.8%	5.0%	1.7
41	COc1ccc(NC(=O)c2ccc(NC(=O)CSc3nc(N)cc(=O)[nH]3)cc2)cc1	-1.7%	1.1%	21.1%	-0.9%	-0.9%	i	-8.3%	0.6%	-5.9
42	CCc1ccccc1OCC(=O)Nc1cc(S(=O)(=O)N(CC)CC)ccc1N1CCOCC1	2.7%	-2.0%	-0.5%	16.4%	-1.1%	i	19.1%	-5.7%	-0.6
43	O=c1cc(CSc2nc3ccccc3c(=O)[nH]2)c2ccc(O)cc2o1	-5.8%	0.2%	-4.9%	-8.5%	0.3%	i	1.5%	9.9%	-1.3
44	CCc1ccc2[nH]c(=O)c(CN(Cc3ccc4c(c3)OCO4)Cc3nnnn3C3CCCC3)cc2c1	-28.7%	-1.7%	?	?	3.9%	·	15.3%	-6.8%	0.8

Screens (PubChem BioAssay)

Not a hit list; any-hit rate near 4.3%.
